DRD3 antagonist: antagonists of human D3 dopamine receptor. D3R cells, DiscoveRx beta-arrestin luminescence, antagonist mode; stronger effect = lower value. max response, negative = inhibition, %. hit rate 2.5% among 360,000; in the data active = max response below about -50%; inconclusive = no clear call, values can overlap the other calls; note: % is set by controls: 0 for no effect and ±100 for the full control effect; mostly tested at two doses, the higher about 12 µM
Target sequence (P35462 whole entry, looked up): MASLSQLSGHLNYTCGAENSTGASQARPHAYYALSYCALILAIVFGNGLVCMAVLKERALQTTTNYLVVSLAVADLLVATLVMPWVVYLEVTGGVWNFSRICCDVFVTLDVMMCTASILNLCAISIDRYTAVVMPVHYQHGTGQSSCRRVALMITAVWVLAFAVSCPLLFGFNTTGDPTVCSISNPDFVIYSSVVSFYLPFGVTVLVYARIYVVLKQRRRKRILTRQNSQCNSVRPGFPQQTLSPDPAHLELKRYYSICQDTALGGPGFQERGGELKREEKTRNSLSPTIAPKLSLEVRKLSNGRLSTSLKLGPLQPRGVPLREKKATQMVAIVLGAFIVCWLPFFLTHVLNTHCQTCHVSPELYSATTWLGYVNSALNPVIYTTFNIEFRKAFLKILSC
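Cells expressing the human receptor were seeded at 1500 cells/well, incubated overnight at 37 degrees C in 5% CO2, then exposed to library compounds with dopamine controls for 90 minutes at 37 degrees C before luminescent detection.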
PTHR1 agonist: activates the human parathyroid hormone receptor PTHR1. HEK293 GP2 PTHR1 cells, GloSensor cAMP luminescence, 1 h. Q03431. Potency, µM (highest dose often 115 µM), for inactives: at the highest dose activation, usual class: activators. hit rate 0.075% among 410,000; note: potency is the fitted concentration of half-maximal effect; nearly all actives have a fitted effect of over 55% in size; some results filed as inactive show a strong effect at the top dose; inactives centre near -15; many of its hits are not listed in these tables
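HEK-293-derived GP2 cells expressing PTHR1 and a GloSensor cAMP reporter, 3,000/well, plated overnight, given luciferin plus IBMX (each 0.5 mM as added) for 1 h at 37 °C, then compound for 1 h at 37 °C. Luminescence was read after 15 min at room temperature.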
FUS yeast rescue: suppressors of FUS proteinopathy in yeast | S. cerevisiae FUS-expressing, growth rescue, OD600, 24 h | Potency, µM (titrated, usually from 76.6 µM), for inactives: top-dose growth rescue (activation), most hits filed as activators | hit rate 0.24% among 390,000;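 note: potency is the fitted concentration of half-maximal effect; plate controls were DMSO vehicle for no effect and reference control for full effect; nearly all actives have a fitted effect of over 55% in size; some results filed as inactive show a strong effect at the top dose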
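Yeast expressing FUS under galactose induction, OD 0.005 in 2% galactose medium; compounds in a dilution series, 24 h at 30C. Growth rescue by absorbance at 600 nm; CP55940 positive control, DMSO negative.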
GLP-1R inv ag: acts as inverse agonist at human GLP-1 receptor; HEK293 GLP-1R CRE-luciferase, luminescence, 24 h; GLP-1R form is constitutively active; hit rate 1.6% among 410,000; P43220; Potency, µM (top dose mostly 38.3 µM), for the others: top-dose activity change, negative = inhibition, usual class: inhibitors; note: potency is the fitted concentration of half-maximal effect; % is set by controls: 0 for no effect and ±100 for the full control effect; nearly all actives have a fitted effect of over 55% in size
Target sequence (P43220 whole entry, looked up): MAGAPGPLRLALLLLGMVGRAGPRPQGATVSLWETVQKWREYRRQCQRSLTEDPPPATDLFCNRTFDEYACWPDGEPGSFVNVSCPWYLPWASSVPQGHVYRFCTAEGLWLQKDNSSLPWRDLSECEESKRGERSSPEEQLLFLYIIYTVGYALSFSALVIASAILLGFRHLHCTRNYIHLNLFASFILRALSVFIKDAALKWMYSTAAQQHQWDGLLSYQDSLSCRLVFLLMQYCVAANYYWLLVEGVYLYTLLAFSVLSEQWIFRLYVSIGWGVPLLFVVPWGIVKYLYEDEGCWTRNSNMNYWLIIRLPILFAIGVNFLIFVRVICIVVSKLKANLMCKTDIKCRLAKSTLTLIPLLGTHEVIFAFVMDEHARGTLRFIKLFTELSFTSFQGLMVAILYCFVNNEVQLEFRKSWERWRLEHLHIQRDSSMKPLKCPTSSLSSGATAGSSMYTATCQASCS
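Stable HEK293 clone (constitutively active GLP-1R + cAMP-response luciferase); 200 cells/uL plated, 12 h pre-culture, compound 24 hr, 37 deg C/5% CO2; detection reagent 12 min RT; luminescence.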
aSyn rescue: inhibitors of alpha-synuclein toxicity in yeast; hit rate 0.14% among 370,000; Yeast expressing alpha-synuclein, growth rescue, BacTiter-Glo, 24 h; AID 652106; Potency, µM (highest dose often 46.1 µM), for the others: at the top dose growth rescue (activation), hits mostly activators; note: potency is the fitted concentration of half-maximal effect; % of control where 0% means no effect; nearly all actives have a fitted effect of over 65% in size
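Galactose-induced alpha-syn yeast (OD600=0.02, raffinose-pregrown) + pinned cpd, 24 hr, 30 deg C; growth by BacTiter-Glo luminescence. Growth restoration scores as activation.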
Abeta yeast res: restores growth of yeast expressing A-beta42 peptide; yeast expressing A-beta42, growth rescue, OD600, 48 h; response scale: 0% DMSO, 100% iron-clioquinol control; Potency, µM (doses to about 46.1 µM), for the others: at the highest dose growth rescue, usual class: activators; hit rate 0.063% among 410,000; AID 1347071; note: potency is the fitted concentration of half-maximal effect; nearly all actives have a fitted effect of over 55% in size
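Yeast growth medium received pinned compounds, then yeast cells expressing toxic A-beta were added; plates incubated at 30 C for 48 hr. Growth read as absorbance at 600 nm, normalized to DMSO and equimolar FeCl3 plus clioquinol controls.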
GLP1R ag: activates the human GLP-1 receptor; P43220; HEK293 GLP-1R CRE-luciferase, luminescence, 4-6 h; cells express a hypersensitive GLP-1R form; Potency, µM (doses to about 45.6 µM), for the others: at the top dose activation, usual class: activators; hit rate 0.007% among 380,000; AID 624172; note: potency is the fitted concentration of half-maximal effect; % of control where 0% means no effect
TDP43 rescue: rescues yeast growth from TDP-43 toxicity; TDP-43 expressing yeast growth rescue, BacTiter-Glo, 24 h; Potency, µM (titrated, usually from 46.1 µM), for inactives: top-dose growth rescue (activation), hits mostly activators; hit rate 1.8% among 410,000; AID 652104; note: potency is the fitted concentration of half-maximal effect; % of control where 0% means no effect; nearly all actives have a fitted effect of over 50% in size
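Galactose-induced TDP-43 yeast, OD600=0.02, compound pinned; 24 hr, 30 deg C; BacTiter-Glo luminescence for growth. Inhibitors of TDP-43 toxicity read as activators.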
Akt phos inh: inhibitors of Akt phosphorylation. AID 651550. activity change, % for hits at 50 µM. hit rate 0.32% among 360,000. Neuro2A IGF-stimulated pAkt S473 HTRF, 20 min; stronger effect = lower value; in the data active = activity change below about -80%; inconclusive = mostly about -51% to -80%; note: % is set by controls: 0 for no effect and ±100 for the full control effect
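Single-point screen (50 µM final compound) in Neuro2A cells stimulated 20 min with 6 nM IGF at 37 deg C. After lysis, Ser473-phosphorylated Akt read by HTRF (ex 330 nm, em 615/665 nm) as the 665/615 ratio.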
An asterisk follows results filed as active; i = inactive; ? = inconclusive; nt = not tested or not shown; & = joins results of further samples; [ ] = remark or other dose. Unless noted, calls come from the whole dose curve; as a rule, active = well fitted curve in the direction sought with a large enough effect; inconclusive = small, poorly fitted or top-dose-only effect, or another doubt; inactive = no such curve, though single readings can be large; an effect the other way counts as inactive or inconclusive. The list is partial. The share of hits here may be higher or lower than overall.

SMILES	DRD3 antagonist	PTHR1 agonist	FUS yeast rescue	GLP-1R inv ag	aSyn rescue	Abeta yeast res	GLP1R ag	TDP43 rescue	Akt phos inh
Cc1cccc(NCc2ccc(O)c3ncccc23)c1	-14	i	3%	?	1%	-4%	0%	20%	i
Cc1cccc(NC(=S)NC23CN4CN(CN(C4)C2)C3)c1	3	i	18%	-15%	7%	1%	10%	-21%	i
CCS(=O)(=O)Nc1ccc(C2=NN(S(C)(=O)=O)C(c3cccs3)C2)cc1 (configuration not stated)	1	-10%	2%	1%	19%	-1%	3%	18%[9.22 µM]	i
COc1ccccc1NC(=S)N(CCc1nc2cc(C)c(C)cc2[nH]1)Cc1cccnc1	-18	-12%[57.5 µM]	-6%	8%	1%	-31%	-1%	6%	i
CCOCCCn1c(=S)[nH]c2cc(C(=O)N3CCC(C(N)=O)(N4CCCCC4)CC3)ccc2c1=O	-1	-4%	12%	9%	-1%	-29%	-3%	-23%[9.22 µM]	i
O=C(NC1CCCC1)c1ccc(CS(=O)Cc2ccccc2Cl)o1 (configuration not stated)	11	i	2%	-1%	7%	9%	7%	14%	i
CCOc1cc(/C=C2\N=C(SCC)SC2=O)cc([N+](=O)[O-])c1OC(C)=O	-97*	-1%[57.5 µM]	11%	-2%	-11%	-14%	-6%	-3%	i
CC(C)C[C@H]1CN([C@@H](Cc2ccc(O)cc2)CN2CCC[C@@H]2CN2C(=O)C(=O)NC[C@@H]2Cc2ccccc2)C(=O)C(=O)N1CC1CCCCCC1	15	i	24%	17%	-3%	-3%	2%	-1%	i
O=C1NC2(CCCCC2)C(=O)N1c1cccc(Cl)c1	-10	i	-32%	-8%	-5%	-8%	4%	-3%	i
O=C(c1cn(-c2ccccc2)nc1-c1ccccc1)n1nnc2ccccc21	-12	i	1%	1%	-4%	12%	-8%	-8%	i
CC1(C)Cc2ccccc2-c2nnc(SCC(=O)N3CCN(c4ccccc4)CC3)n21	-14	-69%[inhibitor][57.5 µM]	52%	-3%	12%	-31%[inhibitor]	-4%	?	nt
Cc1ccccc1S(=O)(=O)Nc1ncnc2sccc12	-14	-9%	4%	5%	9%	-17%	-2%	14%	i
Cc1noc(C)c1S(=O)(=O)N(C)C[C@H]1Oc2ccc(NS(=O)(=O)c3ccc(F)cc3)cc2C(=O)N([C@H](C)CO)C[C@@H]1C	0	-2%	14%	5%	13%	-4%	-3%	-15%	i
CCCC(=O)c1c[nH]c(C(=O)NCCc2ccccn2)c1	6	i	-4%	-1%	1%	-1%	-10%	3%	i
CCn1nc(C)c(/C=N/NC(=O)Cn2nccc2C)c1C	20	i	-8%	5%	1%	4%	3%	12%	i
COc1ccc(OCC(=O)NC(=S)N2CCCc3ccccc32)cc1	?	-18%	nt	-18%	-3%	-18%	8%	10%	i
Cc1cccc(NC(=O)Cn2cccc2)c1	-9	i	7%	2%	1%	20%	-9%	-16%	i
CCOc1ccc(S(=O)(=O)N2CCN(c3ccccc3OC)CC2)c2cccnc12	16	-19%[57.5 µM]	23%	77%[activator]	15%	-19%	8%	23%	i
CC(=O)Nc1ccc(NS(=O)(=O)c2ccc3[nH]c(=O)[nH]c3c2)cc1	-1	?	22%	10%	-2%	-3%	1%	-24%	i
O=C(NNC(=O)C1CCCN(S(=O)(=O)c2ccc3ccccc3c2)C1)C1CC1 (configuration not stated)	-15	i	15%	?	-2%	3%	8%	-17%	i
O=C(c1[nH]ncc1-c1ccccc1)C1CO1 (configuration not stated)	-14	i	-3%	23%	-4%	-14%	0%	-16%	i
Cc1ccn2c(=O)c(NC(=O)c3ccc4c(c3)OCO4)c(C)nc2c1	6	-52%[inhibitor]	-33%	12%	3%	-4%	-2%	15%	i
CCN(Cc1cnn(C)c1)Cc1nc(Cc2ccccc2Cl)no1	-11	23%	15%	2%	-2%	-3%	19%	-22%	i
Cc1cccc(Cn2c(N(C)CCO)nc3c2c(=O)[nH]c(=O)n3C)c1	3	i	-13%	-6%	0%	8%	4%	0%	i
Cc1cc(C(=O)O)cc(S(=O)(=O)NNC(=O)c2cccs2)c1C	-18	-23%	18%	0%	0%	-17%	-1%	-6%	i
Carrying on:
SMILES	DRD3 antagonist	PTHR1 agonist	FUS yeast rescue	GLP-1R inv ag	aSyn rescue	Abeta yeast res	GLP1R ag	TDP43 rescue	Akt phos inh
COC(=O)c1ccccc1NC(=O)C1COc2ccccc2O1 (configuration not stated)	1	-12%	2%	-6%	10%	-13%	18%	-8%	i
c1ccc(-c2cc(-c3cc(-c4ccccc4)on3)no2)cc1	14	i	-9%	30%	-1%	5%	5%	15%	i
COC(=O)c1sccc1NC(=O)CSc1ccc(Cl)cc1	5	?	18%	0%	9%	-10%	18%	12%	i
COc1ccc(-c2nnc(CSc3nnc(-c4ccncc4)n3C3CCCCC3)o2)cc1OC	17	-12%[57.5 µM]	20%	11%	3%	5%	15%	3%	i
CCOc1ccc(C2C=C(c3cccc(OC)c3)Nc3nnnn32)cc1 (configuration not stated)	nt	-26%	-6%	15%	2%	-9%	13%	14%	nt
COc1ccc(CCN2CC(C(=O)N3CCCCCC3)CCC2=O)cc1 (configuration not stated)	-7	-18%	13%	5%	-2%	4%	-8%	15%	i
Cc1cc(C)n(S(=O)(=O)c2ccc(F)cc2)n1	-17	-5%	-13%	1%	-6%	-16%	-5%	-12%	i
COc1ccc(S(=O)(=O)NC2CCCCC2)cc1C(=O)N1CCCCC1	-66*	-85%[inhibitor]	nt	13%	0%	6%	-4%	-8%	i
COc1ccc(C2=NS(=O)(=O)N(C)C(C(=O)N3CCN(C)CC3)=C2)cc1	-1	-41%[inhibitor]	-25%	-14%	0%	2%	3%	7%	i
CCOC(=O)c1cccc(NC(=O)Cn2ncc3c(=O)oc4ccccc4c32)c1	nt	-22%	-20%	17%	nt	-15%	1%	2%	nt
COc1cc(C(=O)NCc2nnc(SCC(=O)Nc3cc(C)cc(C)c3)o2)cc(OC)c1OC	0	i	3%	0%	1%	10%	4%	7%	i
CC(=O)C(Cc1ccc(Cl)nc1)(Cc1ccc(Cl)nc1)C(C)=O	-1	i	2%	10%	-1%	6%	3%	-3%	i
COc1ccc(N2CCN(Cc3nc4c(c(=O)[nH]c(=O)n4C)n3Cc3ccccc3)CC2)cc1	nt	27%	2%	1%	nt	-18%	nt	-28%	nt
CC(C)(C)C(=O)Nc1ccc2c(c1)OCCOCCOc1cc(NC(=O)C(C)(C)C)ccc1OCCOCCO2	16	i	21%	2%	2%	1%	-4%	8%	i
CCN1C(=O)CC(N2CCN(c3ccc(C(=O)c4ccncc4)cc3)CC2)C1=O (configuration not stated)	-6	i	6%	0%	2%	9%	-11%	-7%	i
Fc1ccc(NC(=S)Nc2cccnc2)cc1Cl	0	-51%[inhibitor]	-27%	?	-3%	-32%[inhibitor]	-4%	7%	i
Clc1ccc(-c2nnc(-c3cccnc3)o2)cc1	-3	i	14%	30%[activator]	-4%	-13%	4%	13µM*	i
CCCC(C)Sc1nc2c([nH]1)c(=S)n(C)c(=O)n2C (configuration not stated)	2	-32%[inhibitor]	nt	?	-3%	-18%	20%	6%	i
CC1CCN(CCC(=O)N2CCCc3c2c(=O)oc2ccc(O)cc32)CC1	-63*	-12%[57.5 µM]	16%	-4%	1%	7%	-12%	23%	i
Cc1nn(S(=O)(=O)c2ccccc2)c(C)c1S(=O)(=O)N1CCC(C)CC1	9	?	3%&20%	5%&21%	9%	19%&-12%	0%&0%	-5%&2%	i
O=C(CSc1nc(-c2ccccc2)no1)N1CCN(c2ccc(F)cc2)CC1	nt	-24%	-24%	7%	nt	-6%	nt	13%	nt
COc1ccc(NC(=O)CN(C)C(=O)CCCc2nc3ccccc3c(=O)[nH]2)cc1	7	-2%	-6%	1%	2%	-7%	1%	19%	i

Source: PubChem
